Bioassay records deposited in PubChem by National Center for Advancing Translational Sciences (NCATS).
CBFb-RUNX1 inh = qHTS Assay for Compounds Blocking the Interaction Between CBF-beta and RUNX1 for the Treatment of Acute Myeloid Leukemia; Runt-related transcription factor 1 (Homo sapiens) + Core-binding factor subunit beta …; 230,000 tested, under 10 active; AlphaScreen CBFb-His/RUNX1-biotin binding, biochemical; AID 1477, 2009; Potency, µM (highest dose often 59.8 µM), for the others: at the highest dose activity, negative = inhibition, usual class: inhibitors; also: % of control where 0% means no effect
Target sequence (Q01196 whole entry, looked up): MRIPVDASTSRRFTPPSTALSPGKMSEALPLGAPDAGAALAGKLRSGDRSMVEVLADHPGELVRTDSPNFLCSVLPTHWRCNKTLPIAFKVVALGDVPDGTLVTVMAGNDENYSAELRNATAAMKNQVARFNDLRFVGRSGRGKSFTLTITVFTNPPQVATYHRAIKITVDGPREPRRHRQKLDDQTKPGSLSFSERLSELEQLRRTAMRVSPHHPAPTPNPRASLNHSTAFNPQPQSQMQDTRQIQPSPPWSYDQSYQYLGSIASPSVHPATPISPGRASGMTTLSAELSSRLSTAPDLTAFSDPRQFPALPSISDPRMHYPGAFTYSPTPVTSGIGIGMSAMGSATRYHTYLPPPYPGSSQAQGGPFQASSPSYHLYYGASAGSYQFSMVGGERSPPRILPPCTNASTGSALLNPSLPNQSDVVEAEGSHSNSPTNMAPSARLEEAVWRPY
Target sequence (Q13951 whole entry, looked up): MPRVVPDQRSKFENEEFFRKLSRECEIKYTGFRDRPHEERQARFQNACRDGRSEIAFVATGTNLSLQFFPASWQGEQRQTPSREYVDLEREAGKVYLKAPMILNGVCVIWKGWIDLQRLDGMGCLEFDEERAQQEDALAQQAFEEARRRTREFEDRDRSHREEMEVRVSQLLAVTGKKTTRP
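AlphaScreen binding: CBFb-His and RUNX1-biotin (30 nM each) preincubated 20 min, compound added for 15 min, then nickel and streptavidin beads for 90 min, all at room temperature. Disruption of the interaction by any mechanism counts as activity.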
NPSR antagonist = qHTS Assay for Antagonists of the Neuropeptide S Receptor: cAMP Signal Transduction; CHO-NPSR cells, cAMP TR-FRET, antagonist mode; Potency, µM (titrated, usually from 38.3 µM), inactives show at the highest dose activity change, negative = inhibition, usual class: inhibitors; actives 1% (n = 220,000); also: potency is read from the fitted curve at half-maximal effect; % is scaled to controls: 0 for no effect and ±100 for the full control effect; nearly all actives have a fitted effect of over 50% in size; many of its hits are not listed in these tables
Target sequence (Q6W5P4 whole entry, looked up): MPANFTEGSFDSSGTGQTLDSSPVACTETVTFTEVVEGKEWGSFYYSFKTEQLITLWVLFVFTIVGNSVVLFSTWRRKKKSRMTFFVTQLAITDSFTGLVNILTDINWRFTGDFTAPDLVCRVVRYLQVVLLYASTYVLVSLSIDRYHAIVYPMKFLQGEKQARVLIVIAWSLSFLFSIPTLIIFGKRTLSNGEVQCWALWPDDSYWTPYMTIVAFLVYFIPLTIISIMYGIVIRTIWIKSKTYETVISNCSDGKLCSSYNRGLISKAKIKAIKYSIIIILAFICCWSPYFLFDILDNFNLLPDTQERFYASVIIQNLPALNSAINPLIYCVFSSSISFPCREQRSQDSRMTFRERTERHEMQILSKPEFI
Lamin A splicing = qHTS Assay for Modulators of Lamin A Splicing. HeLa LMNA splicing GFP/RFP minigene ratio, 48 h. Potency, µM (doses to about 46.1 µM), inactives show at the highest dose ratio change, negative = inhibition, hits mostly inhibitors. actives 0.01% (n = 200,000); active = well fitted inhibition curve with a large enough effect in the signal ratio, with a control signal flat, not every such curve was filed as active; inconclusive = small, poorly fitted or top-dose-only effect, or effect the other way, or a change in a side signal; the % refers to the signal ratio; also: potency is read from the fitted curve at half-maximal effect; % is scaled to controls: 0 for no effect and ±100 for the full control effect
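S3 HeLa cells stably expressing lamin A-EGFP splicing minigene plus DsRed2, 600 cells/well, 48 h compound exposure at 37C. Laser-scanning cytometry; analysed as GFP (500-530 nm)/RFP (575-640 nm) total intensity ratio; 0.5% DMSO vehicle.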
Luc counter = Counterscreen for Luciferase (Kinase-Glo TM) Inhibition | Luciferin 4-monooxygenase (Photuris pensylvanica), Q27757 | Kinase-Glo luciferase, ATP luminescence, 8 min | Potency, µM (top dose mostly 38.3 µM), inactives show top-dose activity change, negative = inhibition, usual class: inhibitors | actives 0.28% (n = 200,000); also: potency is read from the fitted curve at half-maximal effect; % is scaled to controls: 0 for no effect and ±100 for the full control effect; nearly all actives have a fitted effect of over 60% in size
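Inhibition of Kinase-Glo luciferase light generation was assessed at 10 uM ATP in pH 7.2 imidazole buffer, with luminescence measured after eight minutes at ambient temperature.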
Epigenetic reg = Quantitative High-Throughput Screen for Regulators of Epigenetic Control | murine LDR cells, GFP reporter derepression, 30 h | Potency, µM (series often up to 53.9 µM), inactives show at the highest dose GFP activation, actives largely listed as activators | actives 0.2% (n = 280,000) | AID 1865, 2009; also: potency is read from the fitted curve at half-maximal effect; % of control where 0% means no effect; nearly all actives have a fitted effect of over 60% in size
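Murine LDR cells carrying a silenced, genomically integrated CMV-driven GFP reporter were exposed to compound for 30 hours at 37 C. After PBS washes, GFP-positive cells (20–120 um objects) were counted by laser-scanning microplate cytometry.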
IMPase Li cell = qHTS Assay for Identifying the Cell-Membrane Permeable IMPase Inhibitors: Potentiation with Lithium | CHO-M1 cells, IP1 TR-FRET (IP-One), carbachol + lithium | Potency, µM (top dose mostly 59.4 µM), inactives show top-dose activity, negative = IMPase inhibition, usual class: inhibitors | actives 0.35% (n = 210,000);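 also: IP1 builds up when IMPase is blocked and the TR-FRET signal falls; potency is read from the fitted curve at half-maximal effect; plate controls were basal vehicle for no effect and high inhibitor control for full effect; nearly all actives have a fitted effect of over 50% in size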
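Lithium-sensitised IP1 accumulation assay; M1-expressing CHO cells treated 30 min at 37C with compound. Competitive antibody detection by time-resolved FRET followed a 10 min room-temperature lysis step.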
HTT aggregate = qHTS Multiplex Assay to Identify Dual Action Probes in a Cell Model of Huntington: Aggregate Formation (GFP) | actives 1.1% (n = 220,000) | PC12 HttQ103-GFP aggregates, Acumen cytometry, 40 h | Potency, µM (highest dose often 46.1 µM), inactives show top-dose activity change, negative = inhibition, most hits filed as inhibitors; also: potency is read from the fitted curve at half-maximal effect; % is scaled to controls: 0 for no effect and ±100 for the full control effect; nearly all actives have a fitted effect of over 60% in size
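Multiplexed with ATP-based cell death, this channel scores GFP aggregates in PC12 cells expressing inducible HTTex1-Q103-GFP. Induction used 100 nM tebufenozide; compounds were tested in concentration series.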
* hit, by the source's call; ? = inconclusive; · = not tested or not shown; & = joins results of further samples; [ ] = remark or other dose. Unless noted, calls follow the shape of the dose curve; as a rule, active = well fitted curve in the direction sought with a large enough effect; inconclusive = small, poorly fitted or top-dose-only effect, or another doubt; inactive = no such curve, though single readings can be large; an effect the other way counts as inactive or inconclusive. The list is partial; rates above refer to the full screens.

SMILES	CBFb-RUNX1 inh	NPSR antagonist	Lamin A splicing	Luc counter	Epigenetic reg	IMPase Li cell	HTT aggregate
O=C(c1n[nH]c2ccccc12)N1CCOCC1	9%	10%	·	-1%	3.5%	-2%	7%
CCCOc1cccc(C(=O)Nc2cc(NC(=O)c3ccco3)ccc2OC)c1	-6%	-11%[46.1 µM]	-15%	1%	0.0%	15%[38.3 µM]	-10%
COC(=O)c1nc2n(n1)C(c1cccc(Cl)c1)C1=C(CC(C)(C)CC1=O)N2 (configuration not stated)	-2%	-5%[46.1 µM]	-11%	14%	1.4%	-6%[38.3 µM]	-10%
CC(c1n[nH]c(=S)n1Cc1ccccc1)N(C)C (configuration not stated)	-2%	14%	·	0%	-1.5%	5%	22%
COc1ccc(NC(=S)N/N=C2\CC(C)(C)Oc3ccc(OC)cc32)cc1	-11%	2%	-3%	-1%	1.1%	11%	-4%
COc1cc(/C=C/C(=O)OCC(=O)N2CC3(C)CC2CC(C)(C)C3)ccc1O (configuration not stated)	2%	-25%	6%	-1%	-1.9%	18%	23%
CCCOc1nnnn1-c1ccccc1	-1%	-11%[46.1 µM]	3%	-1%	1.1%	2%[38.3 µM]	-4%
CCC(=O)Nc1ccc(Cl)c(NC(=S)NC(=O)c2cc3ccccc3o2)c1	-6%	-29%[46.1 µM]	-14%	-1%	0.0%	-3%	-5%
CC(=O)Nc1ccc(C(=O)NNC(=O)Cc2ccccc2)cc1	0%	-1%	·	-2%	0.1%	1%	10%[9.22 µM]
Cn1cnc2c(N3CCCCC3)nccc21	6%	1%[46.1 µM]	-13%	0%	-4.8%	22%[38.3 µM]	6%
Cc1ccc(Cn2cc(C(=O)c3ccc(F)cc3)c(=O)c3cc4c(cc32)OCCO4)cc1	1%[2.36 µM]	-44%	12%	13%	-1.1%&2.3%	6%	-10%
O=S(=O)(NCc1ccccc1)c1ccc(S(=O)(=O)N2CCCC2)cc1	1%	18%	-4%[46 µM]	-8%	0.0%	26%	-22%[9.22 µM]
O=C(Nc1ccc2c(c1)OCO2)N1CCCC1	2%	11%	·	-2%	-0.6%	-1%	2%
CNC(=O)c1sc(Nc2cc(C)ccc2C)nc1C	-3%	-2%	·	-2%	-1.5%	1%	-10%
CCOc1ccc2nc(N/C(N)=N/C(=S)Nc3cccc(C)c3)nc(C)c2c1	2%	-9%[46.1 µM]	6%	-2%	-0.9%	-2%[38.3 µM]	-12%
CCN1CCC(NC(=O)Nc2cc(Cl)ccc2OC)CC1	19%	0%	·	-1%	-1.1%	7%	5%
CCn1cnc2cc(NCc3ccc(C)cc3)ccc21	-6%	-6%[46.1 µM]	0%	-1%	0.0%	64%[activator][38.3 µM]	-18%
O=c1cc(CN2CCOCC2)nc(C2CC2)[nH]1	6%	-10%[46.1 µM]	-13%	3%	-0.9%	-2%	6%
Cc1ccc(-n2c(SCCN)nnc2-c2cccc(C)c2)cc1	5%	-10%	·	·	0.0%	·	-9%[9.22 µM]
O=C(COc1cc(Cl)c(Cl)cc1Cl)Nc1cccc(O)c1	3%	-3%	·	·	-1.1%	·	-26%[9.22 µM]
CCn1cnc2cc(NS(=O)(=O)c3ccc(C)cc3)ccc21	5%	-21%[46.1 µM]	-12%	-3%	0.7%	16%[38.3 µM]	-23%
COc1ccc(CNc2ccccc2SC)cc1OC	-14%	-11%[46.1 µM]	?	-2%	3.7%	26%[38.3 µM]	-17%
COC(=O)c1sccc1NC(=O)COc1ccc(Cl)cc1Cl	-10%	-4%	-9%	-16%	0.0%	-21%	-14%
Cc1c(C(=O)NC2CCCc3ccccc32)oc2ccc(S(=O)(=O)N3CCCC3)cc12 (configuration not stated)	1%	?	4%	-4%	1.0%	34%[38.3 µM]	-26%
COc1cc(OC)cc(C(=O)NCC(=O)OCC(=O)N2CC(C)CC(C)C2)c1 (configuration not stated)	-14%	8%	?	3%	-1.8%	5%	26%

Pulled one by one from the list above (two):
SMILES	CBFb-RUNX1 inh	NPSR antagonist	Lamin A splicing	Luc counter	Epigenetic reg	IMPase Li cell	HTT aggregate
CCCOc1nnnn1-c1ccccc1	-1%	-11%[46.1 µM]	3%	-1%	1.1%	2%[38.3 µM]	-4%
O=C(COc1cc(Cl)c(Cl)cc1Cl)Nc1cccc(O)c1	3%	-3%	·	·	-1.1%	·	-26%[9.22 µM]

Ordered by the number under CBFb-RUNX1 inh (smallest number first): three of the compounds above.
Molecule,CBFb-RUNX1 inh,NPSR antagonist,Lamin A splicing,Epigenetic reg
COc1ccc(CNc2ccccc2SC)cc1OC,-14%,-11%[46.1 µM],?,3.7%
CC(=O)Nc1ccc(C(=O)NNC(=O)Cc2ccccc2)cc1,0%,-1%,·,0.1%
COc1cc(/C=C/C(=O)OCC(=O)N2CC3(C)CC2CC(C)(C)C3)ccc1O (configuration not stated),2%,-25%,6%,-1.9%

Some of the entries so far, with values under each structure.
Results follow in this order: CBFb-RUNX1 inh, NPSR antagonist, Lamin A splicing, Luc counter, Epigenetic reg, IMPase Li cell, HTT aggregate
> CCOc1ccc2nc(N/C(N)=N/C(=S)Nc3cccc(C)c3)nc(C)c2c1
→ 2%, -9%[46.1 µM], 6%, -2%, -0.9%, -2%[38.3 µM], -12%
> CC(=O)Nc1ccc(C(=O)NNC(=O)Cc2ccccc2)cc1
→ 0%, -1%, ·, -2%, 0.1%, 1%, 10%[9.22 µM]

Following part:
SMILES	CBFb-RUNX1 inh	NPSR antagonist	Lamin A splicing	Luc counter	Epigenetic reg	IMPase Li cell	HTT aggregate
CCN(CC)c1ccc2cc(-c3nc4ccccc4[nH]3)c(=O)oc2c1	?	?	?	?	2.8µM*	4%	0.32µM*
O=C(Nc1ncc(Cc2cccc(C(F)(F)F)c2)s1)c1ccc(-c2cccc([N+](=O)[O-])c2)o1	3%	8%[46.1 µM]	?	·	-0.9%	·	-26%
CC(=O)c1c(C)[nH]c(C(=O)OCC(=O)Nc2ccc(C)cc2[N+](=O)[O-])c1C	-12%	16%	?	5%	1.0%	17%	-18%
C/C(=N\NC(=O)c1c(Br)c(C)nn1C)c1ccc(NC(=O)c2ccoc2C)cc1	10%	-8%	5%	-7%	-7.9%	-13%	9%
COc1ccccc1/C=C/C=N/N1CCN(c2ccccn2)CC1	-4%	?	2%[0.0737 µM]	-1%	-1.8%	3%[38.3 µM]	8%
Fc1cccc(CSc2ccc3nnc(-c4cccnc4)n3n2)c1	-3%	-18%	·	3%	2.3%	0%	-17%
Cn1cccc1C(=O)NC(=O)COC(=O)CNS(=O)(=O)c1ccc(Br)cc1	-5%	-6%[46.1 µM]	10%	0%	-0.6%	14%[38.3 µM]	6%
COc1cccc(SCc2noc(C(=O)NC(C)C)c2C(=O)O)c1	-4%	-3%[46.1 µM]	-12%[0.0737 µM]	0%	-0.9%	-10%[38.3 µM]	-4%
O=S(=O)(Nc1ccc(Cl)cn1)c1ccccc1	7%	-3%	·	2%	1.0%	6%	-16%[9.22 µM]
COc1c(F)c(F)c(C(=O)Nc2ccc3oc(-c4ccncc4)nc3c2)c(F)c1F	7%	?	9%	0%	-1.1%	94%[activator][38.3 µM]	·
COc1cccc(CN(C)CC(=O)Nc2ccccc2C(C)C)c1	-22%	-25%	-19%[46 µM]	-2%	-11%	19%	-1%
N#C/C(=C\c1ccc(OCc2cccc(C(=O)O)c2)cc1)C(=O)NCc1ccco1	-1%	-34%	·	·	-1.0%	·	17%[9.22 µM]
O=C(COC(=O)c1cnc(Cl)c(Cl)c1)NCc1cccs1	2%	4%	17%[46 µM]	0%	-1.4%	3%	15%
COC(=O)c1ccc(NC(=O)C(=O)N2CCN(C(=S)NCCc3ccccc3)CC2)cc1	2%	-18%[46.1 µM]	3%	0%	0.0%	-1%	5%
CCc1ccc(NC(=O)c2cnc3scc(C)n3c2=O)cc1	25%	-14%[46.1 µM]	5%	-3%	0.9%	27%[38.3 µM]	-25%
CCOC(=O)C1=C(Nc2ccc(OC)cc2)OCC1=O	14%	-19%	14%[46 µM]	·	0.0%	·	-8%[9.22 µM]
O=C(NNC1CC(=O)N(c2ccc3c(c2)OCCO3)C1=O)c1ccc(Cl)cc1 (configuration not stated)	-2%	27%	·	0%	7.5%	-17%	2%
CC(Sc1ccc(Cl)cc1)C(=O)Nc1ccccc1-c1ccccc1 (configuration not stated)	-3%	?	?	3%	-1.1%	16%	-5%
Cc1ccc2nsnc2c1S(=O)(=O)NC1CC1	0%	-2%[46.1 µM]	-9%	1%	0.0%	4%	-19%
CCC(=O)Nc1cc(C)c(NC(=O)c2ccco2)cn1	5%	-9%[46.1 µM]	?	4%	1.0%	-16%[38.3 µM]	-4%
COCCNC(=O)c1ccc2c(=O)n(Cc3ccco3)c(SCC(=O)NC3CCCC3)nc2c1	-16%	-9%[46.1 µM]	12%	-1%	7.0%	30%[activator][38.3 µM]	4%
CC(=O)OCC(=O)Nc1ccc(Cl)cc1Cl	-1%	-1%[46.1 µM]	0%	-4%	-0.3%	-8%[38.3 µM]	-10%
C=CCn1nnnc1-c1cc(Cl)cc(Cl)c1	13%	9%	·	-2%	3.4%	1%	9%
CCCCNC(=S)NNC(=O)c1csc2c1CCC(C)C2 (configuration not stated)	1%	-7%[46.1 µM]	4%	2%	-1.1%	1%[38.3 µM]	-20%
COc1cccc(OCC(O)CN2CCN(c3ccc(Cl)cc3)CC2)c1 (configuration not stated)	?	-15%	·	·	-3.5%	·	-21%[9.22 µM]
CC(=O)c1ccc(Cc2ccc(C(C)=O)cc2)cc1	3%	-4%	3%[46 µM]	1%	3.8%	14%	14%
COc1cccc(CN(C)CC(=O)NC(=O)NCc2ccco2)c1	-18%	1%[46.1 µM]	9%	-1%	0.9%	23%[38.3 µM]	3%

Gathered by group: the compounds so far with bromine.
SMILES	CBFb-RUNX1 inh	NPSR antagonist	Lamin A splicing	Luc counter	Epigenetic reg	IMPase Li cell	HTT aggregate
C/C(=N\NC(=O)c1c(Br)c(C)nn1C)c1ccc(NC(=O)c2ccoc2C)cc1	10%	-8%	5%	-7%	-7.9%	-13%	9%
Cn1cccc1C(=O)NC(=O)COC(=O)CNS(=O)(=O)c1ccc(Br)cc1	-5%	-6%[46.1 µM]	10%	0%	-0.6%	14%[38.3 µM]	6%
